GIRK2 act – GIRK2 channel activators by thallium flux. 34,000 tested, under 10 active. AID 1259324. HEK293 GIRK2/NPY4 cells, thallium flux fluorescence. P48051. activation (% efficacy), % for hits at 37.5 µM;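 active means primary screen hit, no activity in plain HEK293 cells, and in GIRK2-only cells above 5% efficacy rising with concentration; inactive means the rest, including fluorescent compounds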;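 further: efficacy is normalized control-subtracted fluorescence 15 s after thallium addition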
Target sequence (P48051 whole entry, looked up): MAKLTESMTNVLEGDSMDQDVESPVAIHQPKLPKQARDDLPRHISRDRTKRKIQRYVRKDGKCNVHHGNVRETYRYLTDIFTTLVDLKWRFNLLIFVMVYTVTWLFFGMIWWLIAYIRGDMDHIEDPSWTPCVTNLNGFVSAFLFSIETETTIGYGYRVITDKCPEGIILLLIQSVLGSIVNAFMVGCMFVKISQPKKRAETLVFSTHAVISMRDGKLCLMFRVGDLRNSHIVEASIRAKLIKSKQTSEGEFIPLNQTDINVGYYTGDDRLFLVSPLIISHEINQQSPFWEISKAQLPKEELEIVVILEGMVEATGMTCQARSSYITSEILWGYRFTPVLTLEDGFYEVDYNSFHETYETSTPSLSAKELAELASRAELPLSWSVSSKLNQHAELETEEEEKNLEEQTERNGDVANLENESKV
Calls only; i = inactive. Some of the compounds tested (hit frequency here may not be typical).

SMILES	GIRK2 act
COc1ccc(S(=O)(=O)Nc2ccc3c(c2)N(C(=O)C2CCCC2)CC3)c(C)c1	i
O=C(Cc1ccccc1[N+](=O)[O-])NC1C=CS(=O)(=O)C1 (configuration not stated)	i
CC(C)c1nnc(C2CCN(C(=O)c3cc(-c4ccco4)[nH]n3)CC2)o1	i
Cc1ccc(NC(=O)Cn2nc3c(=O)n(-c4ccc(Br)cc4)ccn3c2=O)cc1	i
CC(C)c1ccc(CC(=O)Nc2c3c(nn2C)CCC3)cc1	i
CSCCC(C)(O)CNC(=O)COc1ccccc1F (configuration not stated)	i
CCOC(=O)c1ccc(NC(=O)Cn2cnc(-c3ccc(OC)cc3)cc2=O)cc1	i
CCOC(=O)Nc1ccc2c(c1)N(C(=O)C1CCCC1)CC2	i
COc1ccc2nc(-c3ccc(F)c(NC(=O)c4ccc(F)c(F)c4)c3)cn2n1	i
N#Cc1nc(-c2ccc(S(=O)(=O)N3CCCCCC3)cc2)oc1NCc1ccco1	i
CCC(CC)C(=O)Nn1cnc2c(cnn2-c2ccccc2)c1=O	i
O=C(Nc1cccs1)N1CCN(c2ccc3nncn3n2)CC1	i
O=C(NCC1(c2cccs2)CCOCC1)c1cc(=O)c2ccccc2o1	i
N#Cc1ccccc1NC(=O)C(=O)NCC1CCN(C(=O)c2ccccc2F)CC1	i
CCOC(=O)N1CCC(NC(=O)c2n[nH]c3ccccc23)CC1	i

Arranged by heavy-atom count (descending): part of the list above
SMILES	GIRK2 act
N#Cc1nc(-c2ccc(S(=O)(=O)N3CCCCCC3)cc2)oc1NCc1ccco1	i
COc1ccc(S(=O)(=O)Nc2ccc3c(c2)N(C(=O)C2CCCC2)CC3)c(C)c1	i
CCOC(=O)N1CCC(NC(=O)c2n[nH]c3ccccc23)CC1	i

Returning to the listing, starting four compounds before the break.
SMILES	GIRK2 act
O=C(Nc1cccs1)N1CCN(c2ccc3nncn3n2)CC1	i
O=C(NCC1(c2cccs2)CCOCC1)c1cc(=O)c2ccccc2o1	i
N#Cc1ccccc1NC(=O)C(=O)NCC1CCN(C(=O)c2ccccc2F)CC1	i
CCOC(=O)N1CCC(NC(=O)c2n[nH]c3ccccc23)CC1	i
COc1ccc(-c2nc(NC(=O)c3ccnn3C)sc2C)cc1	i
CN(C)C(CNC(=O)C(=O)Nc1ccc2c(c1)OCCO2)c1cccs1 (configuration not stated)	i
Cc1cc(C)n(CCN2CCN(C(=O)c3ccc(Cl)s3)CC2)n1	i
COc1ccc(S(=O)(=O)NCC2CCN(C3CCCC3)CC2)c(C)c1	i
CC(C)NC(=O)C(=O)NCC1CCN(C)CC1	i
COc1cc2nc(NC(=O)c3cccc(S(=O)(=O)C(C)C)c3)sc2cc1OC	i
Nn1c(-c2ccncc2)nn2c(=O)c3ccccc3nc12	i
CCn1nc(C)cc1C(=O)N(CC1CCCO1)c1nc2c(OC)ccc(OC)c2s1 (configuration not stated)	i
CCNc1nn(CC(=O)Nc2c(C)cc(C)cc2C)c(N)c1-c1nc(-c2ccc(Cl)cc2)no1	i
O=c1ccc(-c2ccccc2)nn1CCCNS(=O)(=O)c1ccccc1C(F)(F)F	i
COc1cc(C(=O)N2CCNC(=O)C2C)cc(OC)c1OC (configuration not stated)	i
COC(=O)Cn1c(SCCOc2ccccc2OC)nc2ccccc21	i
CCC(Sc1nc2cc(OC)c(OC)cc2c2nc(C)nn12)C(=O)NC1CCCCC1 (configuration not stated)	i
COc1cc(NC(=O)c2cccc(N3C(=O)NC4CC3(C)Oc3ccccc34)c2)cc(OC)c1OC (configuration not stated)	i
COc1cc(NC(=O)COc2ccccc2)ccc1N1CCCCC1=O	i
NC(=O)C1Cc2ccccc2N1C(=O)/C=C\c1ccc2c(c1)OCO2 (configuration not stated)	i
COc1ccc(CCNC(=O)C2COCC(=O)N2Cc2ccccc2)cc1OC (configuration not stated)	i
Cc1ccc(N2CC(C(=O)NCC(C)(O)C3CC3)CC2=O)cc1C (configuration not stated)	i
CC(C)(C)C(=O)N1CCc2ccc(NC(=O)c3cc4ccccc4oc3=O)cc21	i
O=S(=O)(CCCOc1ccc(F)cc1)NCc1c(F)cccc1F	i
O=C(NCC(F)(F)F)c1ccc2c(c1)ncn2-c1ccccc1	i
CCOc1ccccc1NC(=O)Nc1ccc2c(c1)CN(C(=O)c1ccccc1)CC2	i
COc1cn(CC(=O)Nc2ccc(OC(F)(F)F)cc2)c(CSc2nc(C)cc(C)n2)cc1=O	i
O=C(NCCOc1ccc2nnc(-c3cccc(F)c3)n2n1)c1ccc(F)cc1F	i
COc1ccc(C)cc1NC(=O)C(=O)NCC(c1ccsc1)N1CCCC1 (configuration not stated)	i
O=C(Nc1ccc(Cl)c(N2CCCS2(=O)=O)c1)C(=O)NC1CCCC1	i
Cc1ccc(Cc2nnc(NC(=O)C3CC3)o2)cc1C	i
CCCN(CCC)C(=O)Cn1c(C2CC(=O)N(c3ccc(OC)cc3)C2)nc2ccccc21 (configuration not stated)	i
CCC(=O)NCCCS(=O)(=O)N1CCN(c2ccc(F)cc2)CC1	i
Cc1nc2sccn2c(=O)c1NC(=O)Nc1cccc(F)c1	i
O=C(CN1C(=O)c2ccccc2S1(=O)=O)N1CCC(Cc2ccccc2)CC1	i
O=C(c1ccco1)N1CCC(c2nnc(-c3ccc(F)cc3)o2)CC1	i
O=C(NCCn1nc(-c2cccnc2)ccc1=O)c1cnn(-c2ccccc2)n1	i
O=C(CCCn1c(=O)[nH]c2ccccc2c1=O)NCCSCc1ccccc1	i
CCN1CCc2nc(-c3ccccc3)n(CC(=O)Nc3ccc(Cl)cc3)c(=O)c2C1	i
COc1cccc(-c2nnc3ccc(OCCNC(=O)Cc4ccccc4Cl)nn23)c1	i
CSc1cccc(NC(=O)CSC2=NS(=O)(=O)c3ccccc3N2)c1	i
COc1cc(NC(=O)c2cc(Br)ccc2Cl)ccc1N1CCCCC1=O	i
CCN(C1CCCCC1)S(=O)(=O)c1ccc(C(=O)Nc2nnc(-c3ccco3)o2)cc1	i
CCn1c(=O)c2c(nc(N3CCCC3)n2C)n(C)c1=O	i
Cc1cc(NS(=O)(=O)c2cnc[nH]2)n(C2CCS(=O)(=O)C2)n1 (configuration not stated)	i
Cc1nn2c(N3CCOCC3)c3c(nc2c1-c1ccccc1)CCCC3	i
CCCc1nnsc1C(=O)N1CCOC(c2ccc(C(F)(F)F)cc2)C1 (configuration not stated)	i
COc1ccc2ncc3c(-c4ccccc4)c(C(=O)NCCCN4CCCC4=O)sc3c2c1	i
COc1cccc(C(=O)Nc2nnc(-c3ccc(C)c(C)c3)o2)c1	i

Overlap with the part before: 5 entries; new compounds follow.
SMILES	GIRK2 act
Cc1cc(NS(=O)(=O)c2cnc[nH]2)n(C2CCS(=O)(=O)C2)n1 (configuration not stated)	i
Cc1nn2c(N3CCOCC3)c3c(nc2c1-c1ccccc1)CCCC3	i
CCCc1nnsc1C(=O)N1CCOC(c2ccc(C(F)(F)F)cc2)C1 (configuration not stated)	i
COc1ccc2ncc3c(-c4ccccc4)c(C(=O)NCCCN4CCCC4=O)sc3c2c1	i
COc1cccc(C(=O)Nc2nnc(-c3ccc(C)c(C)c3)o2)c1	i
COc1ccc(-c2ccc(=O)n(CCCC(=O)Nc3cc(C)no3)n2)cc1OC	i
CSc1ccccc1NC(=O)CS(=O)(=O)Cc1ccccc1	i
CCN(CCc1ccncc1)S(=O)(=O)c1ccc(N2C(=O)CCS2(=O)=O)cc1C	i
O=S(=O)(NCC1CCN(Cc2ccccc2)CC1)c1ccccc1Cl	i
CC1C(=O)NCCN1C(=O)c1ccc(-c2ccccc2)cc1 (configuration not stated)	i
COCCNc1oc(-c2ccc(OC)cc2)nc1S(=O)(=O)c1ccccc1	i
CN(C)c1ccc(C(=O)Nc2nnc(-c3ccc(Br)s3)o2)cc1	i
COc1cc(NC(=O)c2cccs2)ccc1N1CCCC1=O	i
COc1ccccc1-c1ccc(N2CCN(C(=O)c3cccs3)CC2)nn1	i
COc1ccc(S(=O)(=O)Nc2cccc(N3CCCC3=O)c2)cc1OC	i
CC1=C(C(=O)Nc2ccccc2)C(c2ccccc2)n2c(s/c(=C/c3cnn(C)c3)c2=O)=N1 (configuration not stated)	i
CCCN1C(=O)NC2(CCN(C(=O)c3ccccc3C)CC2)C1=O	i
O=C(CCN1C(=O)c2ccccc2S1(=O)=O)Nc1ncc([N+](=O)[O-])s1	i
O=C(Nc1ccc(N2CCCS2(=O)=O)cc1)Nc1ccc(Cl)c(Cl)c1	i
O=C(NCc1ccsc1)C12CC3CC(CC(C3)C1)C2	i
Fc1cccc(Cl)c1CN1CCC(c2nnc(-c3ccco3)s2)CC1	i
O=C(Nc1ccc2c(c1)N(C(=O)c1ccco1)CC2)c1ccc(C(F)(F)F)cc1	i
COc1ccccc1-c1cc2c(=O)n(Cc3nc(-c4ccccc4C)no3)ccn2n1	i
O=C(c1ccc(N2C(=O)C3CCCCC3C2=O)cc1)N1CCN(c2ccccc2F)CC1 (configuration not stated)	i
CSc1ccccc1NC(=O)Cn1c(-c2cnccn2)nc2ccccc21	i
O=C(Nc1ccccc1NC(=O)c1ccno1)c1ccsc1	i
O=C(Nc1cccc(Cl)c1)Nc1cccc(N2CCCC2=O)c1	i
COc1ccc(Br)c(C(=O)NCC2(O)CCCC2)c1	i
COCC(C)NC(=O)c1cc(-c2ccc(OC)cc2)nc2c1c(C)nn2C1CCS(=O)(=O)C1 (configuration not stated)	i
Cc1c(C)n2c3c(=O)n(Cc4ccccc4)c(=O)n(C)c3nc2n1C1CCCC1	i
O=C(NCCOc1ccc2nnc(-c3ccccc3)n2n1)c1cccs1	i
O=C(Nc1ccc2c(c1)N(C(=O)C1CCCC1)CC2)c1c(F)cccc1Cl	i
COc1ccc(CC(=O)Nc2cc(C)nn2-c2nc(-c3cccs3)cs2)cc1	i
CSc1ncccc1C(=O)NCC1COC2(CCCCC2)O1 (configuration not stated)	i
CC1CCc2c(sc(NC(=O)C3CCCN(S(C)(=O)=O)C3)c2C(N)=O)C1 (configuration not stated)	i
CN1CCC(CNC(=O)C(=O)Nc2cc(Cl)ccc2C#N)CC1	i
Cc1cc(-c2nnc(NC(=O)COc3ccc(Cl)cc3)o2)nn1C	i
Cc1ccsc1C(O)CNC(=O)C(=O)Nc1ccc(C(C)C)cc1 (configuration not stated)	i
Cc1ccc(NC(=O)C(=O)NC(C)c2ccccc2)cc1N1CCCC1=O (configuration not stated)	i
CSCCn1c(=NC(=O)CSCc2ccccc2)sc2cc(S(C)(=O)=O)ccc21	i
O=C(Cc1cc(-c2ccc3c(c2)OCO3)on1)NC1CCCC1	i
CCOC(=O)N1CCN(C(=O)CSc2nncn2C)CC1	i
CSc1ccccc1CN1CCC(CNC(=O)c2cc(C)cs2)CC1	i
CCOc1ccc(CC(=O)N2CCN(c3nccn3-c3ccc(C)cc3)CC2)cc1	i
O=C1Nc2c(c(=O)[nH]c(=O)n2Cc2ccccc2)C(c2cccs2)N1 (configuration not stated)	i
O=C(Cc1cc(-c2ccc3c(c2)OCCO3)on1)NCc1ccccc1	i
O=c1ccc(-c2cccs2)nn1CCNS(=O)(=O)CCOc1ccc(F)cc1	i
Cn1nc(-c2cccc(NS(=O)(=O)c3ccc(Oc4ccccc4)cc3)c2)ccc1=O	i
O=C(NCCCCN1CCOC(c2ccccc2)C1)C(=O)NC1CCCC1 (configuration not stated)	i
Cc1cc(N2CCCCC2)nc(NCCNS(=O)(=O)c2ccccc2C(F)(F)F)n1	i
CC(O)(CNC(=O)/C=C/c1ccco1)c1ccccc1 (configuration not stated)	i
N#Cc1ccc(Cl)cc1NC(=O)C(=O)NC(c1ccccc1)c1ccccc1	i
CS(=O)(=O)N1CCCc2ccc(NC(=O)C3c4ccccc4Oc4ccccc43)cc21	i
O=C(Cc1ccc(-c2ccccc2)cc1)Nc1ccc(N2CCCC2=O)cc1	i
O=C(Nc1ccc(F)c(F)c1)c1ccc(N2CCCCS2(=O)=O)cc1	i
O=c1nc(SCc2c(F)cccc2Cl)c2c(n1CCCO)CCCC2	i
O=c1ccc(-c2ccccc2)nn1CCCNS(=O)(=O)c1ccc2c(c1)OCCO2	i
Cc1oc(-c2ccc(Cl)cc2)cc1C(=O)Nc1nccs1	i
O=C(COc1ccc2ccccc2c1)NCC1CCN(C2CCCC2)CC1	i
COCCSc1ccc(-n2nc(C)cc2C)nn1	i
COc1ccc(Cl)cc1C(=O)N(C)c1ccc(Oc2ccc(C)nn2)cc1	i
Cn1cccc1CN(C1CC1)S(=O)(=O)c1ccc(Cl)s1	i
CCOC(=O)N1CCC(NC(=O)C(=O)NCc2cccs2)CC1	i
COc1cc(NC(=O)Nc2ccccc2)ccc1N1CCCC1=O	i
Cc1ccc(-c2ccc(SCC(=O)c3cccs3)nn2)c(C)c1	i
Next section
SMILES	GIRK2 act
O=C(Cc1ccc(NS(=O)(=O)C2CCCCC2)cc1)N1CCCC1	i
O=C(NCC(F)(F)F)c1ccc(N2CCC(Cc3ccccc3)CC2)nn1	i
COc1ccc(CNC(=O)C2CCN(c3cc(Sc4cc(C)ccc4C)ncn3)CC2)cc1OC	i
CCc1ccc(S(=O)(=O)N2CC(c3nc(Cc4ccccc4OC)no3)C2)s1	i
O=C(NCc1ccc(OCc2ccccc2)cc1)C1CN(C(=O)c2cnccn2)C1	i
CCOc1ccc(-c2noc(C3CC(=O)N(c4cc(Cl)ccc4OC)C3)n2)cc1 (configuration not stated)	i
Cc1ccc(-c2nnc(CN3C(=O)c4ccccc4C3=O)o2)cc1	i
COc1ccc(S(=O)(=O)Nc2ccc(N3CCCCS3(=O)=O)cc2)cc1F	i
COC(=O)C12CC3CC(CC(NC(=O)c4ccc(=O)oc4)(C3)C1)C2	i
O=C(c1nnn(-c2ccccc2)c1CSc1ncccn1)N1CCOCC1	i
O=S(=O)(CCc1ccccc1)N1CCN(c2ccc3nnc(-c4ccco4)n3n2)CC1	i
CCCCc1ccc(NC(=O)C2COCC(=O)N2Cc2ccccc2)cc1 (configuration not stated)	i
COc1ccc(C)c2sc(N(Cc3cccnc3)C(=O)c3cc(C)n(C(C)C)n3)nc12	i

A different layout for part of the listing above.
| compound | GIRK2 act |
| --- | --- |
| COc1ccc(S(=O)(=O)Nc2ccc(N3CCCCS3(=O)=O)cc2)cc1F | i |
| COC(=O)C12CC3CC(CC(NC(=O)c4ccc(=O)oc4)(C3)C1)C2 | i |
| O=C(c1nnn(-c2ccccc2)c1CSc1ncccn1)N1CCOCC1 | i |
| O=S(=O)(CCc1ccccc1)N1CCN(c2ccc3nnc(-c4ccco4)n3n2)CC1 | i |

Screens (PubChem BioAssay)
